Source: PubChem (National Center for Advancing Translational Sciences (NCATS))
TrxR1 substrate = rat thioredoxin reductase 1 substrate activity | O89049 | purified TrxR1 substrate turnover, NADPH consumption readout | Potency, µM (highest dose often 114 µM), for inactives: at the top dose activity change, negative = substrate turnover | 390,000 compounds, 0.01% hits; note: potency is the fitted concentration of half-maximal effect; % is set by controls: 0 for no effect and ±100 for the full control effect; nearly all actives have a fitted effect of over 50% in size
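Rat TrxR1, dispensed at 90 nM, was prereduced with 400 uM NADPH (final) for 5 min at ~22 deg C, then incubated with compound 15 min before 400 uM selenite. A first-read NADPH fluorescence drop versus no-compound background flagged substrates.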
Pin1 inh = human Pin1 inhibition; Q13526; Pin1 FP peptide displacement, HiFluor488, 10 min; Potency, µM (top dose mostly 115 µM), without a hit: top-dose activity, negative = inhibition, actives largely listed as inhibitors; 390,000 compounds, 0.009% hits; AID 504891; active = well fitted inhibition curve with a large enough effect in the polarisation, with a control signal flat, not every such curve was filed as active; inconclusive = small, poorly fitted or top-dose-only effect, or effect the other way, or a change in a side signal; inactive = no such curve, though single readings can be large or run the other way; the % refers to the polarisation; note: potency is the fitted concentration of half-maximal effect; % is set by controls: 0 for no effect and ±100 for the full control effect
Target sequence (Q13526 whole entry, looked up): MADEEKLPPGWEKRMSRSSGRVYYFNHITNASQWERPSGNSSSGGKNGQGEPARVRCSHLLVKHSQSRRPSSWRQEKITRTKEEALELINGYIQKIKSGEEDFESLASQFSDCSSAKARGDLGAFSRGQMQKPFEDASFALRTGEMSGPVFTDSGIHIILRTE
IDH1 R132H inh = blocks human mutant IDH1 R132H enzyme. Potency, µM (series often up to 76.6 µM), without a hit: at the highest dose activity change, negative = inhibition, most hits filed as inhibitors. O75874. IDH1-R132H enzyme, NADPH consumption, diaphorase/resazurin fluorescence. 390,000 compounds, 0.093% hits; note: potency is the fitted concentration of half-maximal effect; % is set by controls: 0 for no effect and ±100 for the full control effect; nearly all actives have a fitted effect of over 65% in size
Target sequence (O75874 whole entry R132H, stated change not applied): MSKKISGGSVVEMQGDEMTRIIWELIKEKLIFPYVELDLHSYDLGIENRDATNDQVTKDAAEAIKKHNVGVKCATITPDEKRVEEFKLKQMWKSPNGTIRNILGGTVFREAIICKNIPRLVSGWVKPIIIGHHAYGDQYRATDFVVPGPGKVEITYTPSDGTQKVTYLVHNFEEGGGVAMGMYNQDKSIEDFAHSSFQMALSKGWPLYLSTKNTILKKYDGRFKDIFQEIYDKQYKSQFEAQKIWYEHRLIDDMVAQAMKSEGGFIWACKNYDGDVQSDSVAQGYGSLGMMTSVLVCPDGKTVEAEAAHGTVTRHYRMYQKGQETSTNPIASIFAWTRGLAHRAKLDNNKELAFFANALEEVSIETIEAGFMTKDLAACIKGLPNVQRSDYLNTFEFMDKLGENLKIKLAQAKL
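IDH1-R132H (0.5 ug/mL) preincubated 30 min with compound, then NADPH (0.016 mM) and alpha-KG (2 mM) added; 80 min at RT, pH 7.5. Remaining NADPH coupled via diaphorase/resazurin to fluorescence (540/590 nm); concentration-response curves normalized to no-enzyme control.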
D2 antag = D2 dopamine receptor (human) antagonism; P14416; HEK293 TREx D2 cells, calcium flux, dopamine EC80; inhibition, % at 10 µM; 340,000 compounds, 2% hits; AID 485344; in the data active = inhibition above about 30%; note: 0% is about no effect
Target sequence (P14416 whole entry, looked up): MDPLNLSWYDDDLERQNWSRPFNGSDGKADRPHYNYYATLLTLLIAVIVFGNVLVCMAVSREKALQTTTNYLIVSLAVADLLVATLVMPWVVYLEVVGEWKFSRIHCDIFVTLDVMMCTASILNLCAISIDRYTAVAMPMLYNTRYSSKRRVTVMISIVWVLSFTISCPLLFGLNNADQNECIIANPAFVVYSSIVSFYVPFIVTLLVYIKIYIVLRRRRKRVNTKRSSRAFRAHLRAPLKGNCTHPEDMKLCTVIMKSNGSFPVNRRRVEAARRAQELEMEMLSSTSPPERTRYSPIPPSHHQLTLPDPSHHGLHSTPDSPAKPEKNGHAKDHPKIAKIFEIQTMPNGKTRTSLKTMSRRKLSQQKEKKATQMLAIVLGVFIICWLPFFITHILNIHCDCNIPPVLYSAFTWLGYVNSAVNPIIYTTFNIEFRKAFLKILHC
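Tetracycline-induced HEK293 TREx cells expressing D2 receptor forced-coupled to calcium signalling, loaded with no-wash calcium dye. Compounds added and calcium flux read 180 s, then dopamine added at EC80 and read a further 180 s.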
D2 agonist = agonists of human D2 dopamine receptor | P14416 | 340,000 compounds, 0.53% hits | HEK293 T-REx D2 cells, calcium flux agonist mode | activation, % at 2 µM;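 active = activation over 3 SD above normal in the single-dose calcium agonist read, cut at about 30% in these data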; note: 0% is about no effect
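Tetracycline-induced HEK293 T-REx cells with force-coupled D2 receptor, plated overnight at 30 C, loaded with no-wash calcium dye. After a 10 s baseline, compound was pin-added and calcium flux read kinetically for 180 s; calcium rises flagged agonists.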
rTrxR1 inhibitor = inhibitors of rat thioredoxin reductase 1 | Potency, µM (titrated, usually from 114 µM), without a hit: at the highest dose activity change, negative = inhibition, hits mostly inhibitors | O89049 | 390,000 compounds, 1% hits | recombinant rTrxR1, NADPH fluorescence consumption, selenite substrate; note: potency is the fitted concentration of half-maximal effect; % is set by controls: 0 for no effect and ±100 for the full control effect; nearly all actives have a fitted effect of over 65% in size
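Rat TrxR1 (90 nM in the dispensed reagent) was pre-reduced with 400 uM NADPH for 5 min at room temperature, then incubated with compound for 15 min. After 400 uM selenite was added, NADPH fluorescence (Ex 340/Em 450 nm) was followed for 8 min.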
TRHR agonist = activates the human TRH receptor; P34981; TRHR cells, calcium flux fluo-8, FDSS agonist mode; activation, % at 2 µM; 360,000 compounds, 0.18% hits; AID 493084; in the data active = activation above about 30%; note: 0% is about no effect
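Fluo-8-loaded TRHR cells; 10 s baseline, compound added, kinetic Ca2+ fluorescence read 1/s, agonist mode.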
TRHR PAM = allosterically enhances the human TRH receptor. TRHR cells, fluo-8 calcium fluorescence, EC20 TRH enhancement. enhancement, % at 2 µM. 360,000 compounds, 0.66% hits. AID 493056; in the data active = enhancement above about 30%; note: 0% is about no effect
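TRHR-expressing cells loaded with fluo-8 calcium dye were read kinetically (ex 480/em 530) during compound addition, then stimulated with an EC20 of TRH (10 nM final). Enhancement of the Gq-mediated intracellular calcium response was scored.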
USP1-UAF1 inh = inhibitors of human USP1/UAF1 deubiquitinase; O94782; recombinant USP1/UAF1, Ub-Rhodamine cleavage fluorescence; Potency, µM (highest dose often 57.1 µM), for the others: top-dose activity change, negative = inhibition, usual class: inhibitors; 390,000 compounds, 0.23% hits; AID 743255; note: potency is the fitted concentration of half-maximal effect; % is set by controls: 0 for no effect and ±100 for the full control effect; nearly all actives have a fitted effect of over 60% in size; inactives centre near -12
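High-throughput fluorogenic screen: 1nM USP1/UAF1 complex, Ub-Rho substrate 150nM final, 50mM HEPES pH 7.8 with 0.5mM EDTA, 0.1 mg/ml BSA, 1mM TCEP and 0.01% Tween-20.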
The depositor's hits bear a star; ? = inconclusive; . = no result given; & = joins results of further samples; [ ] = another dose, or the depositor's remark. Unless noted, calls come from the whole dose curve; as a rule, active = well fitted inhibition curve with a large enough effect; inconclusive = small, poorly fitted or top-dose-only effect; inactive = no such curve, though single readings can be large or run the other way. Only part of the results is shown; count on the stated rates, not on these rows.

SMILES	TrxR1 substrate	Pin1 inh	IDH1 R132H inh	D2 antag	D2 agonist	rTrxR1 inhibitor	TRHR agonist	TRHR PAM	USP1-UAF1 inh
C=CCC(=O)N1CCCC(C(=O)c2ccc(Cl)cc2)C1 (stereo not drawn)	-7.9%	-16.0%	-9.3%	-6.2	0.4	3.4%	-0.1	16.9	3.3%
O=C1C2C3C=CC(C2C(=O)N1c1ccccc1O)C1C2C(=O)N(c4ccccc4O)C(=O)C2C31 (stereo not drawn)	2.2%	-3.6%	-3.2%	1.5	5.3	9.0%	0.0	1.9	-22.5%
Cc1ccc(N2CC(C(=O)N/N=C/c3cccc([N+](=O)[O-])c3)CC2=O)cc1 (stereo not drawn)	12.4%[57.1 µM]	-2.7%	4.5%	17.3	-2.5	-3.2%	-0.7	-0.5	-26.1%
O=C(NC1CCOc2ccccc21)C1CCCC1 (stereo not drawn)	-4.4%	-0.7%	0.0%	.	.	-9.2%	0.2	-13.1	-18.8%
CCCN(CCC)C(=O)Cn1c(=O)n(-c2ccc(CC)cc2)c(=O)c2c3c(sc21)CCC3	-6.1%	27.0%	0.5%	.	-0.8	3.4%	-1.5	13.5	-4.0%
c1ccc2c(CNc3ccc(CNc4ncn[nH]4)cc3)cccc2c1	-2.2%	3.0%	-0.7%	-4.3	-0.1	-2.6%	0.7	-11.1	-16.8%
COc1cccc(/C=N/NC(=O)CC(C)O)c1OC/C=C/c1ccccc1 (stereo not drawn)	-5.1%	1.6%	7.6%	.	.	-13.3%	-0.1	1.9	-10.2%
Cc1ccc(C(C(=O)NC2CCCC2)N(Cc2ccco2)C(=O)CCC(=O)Nc2cc(C)on2)cc1 (stereo not drawn)	-12.4%	8.1%	-7.0%	-21.9	0.1	-13.5%	0.1	-0.7	-10.1%
O=C(CSc1nc2ccccc2c(=O)n1Cc1ccc(F)cc1)NCc1cccs1	-0.9%[57.1 µM]	2.5%	7.1%	-7.7	1.0	15.0%[57.1 µM]	0.7	-6.7	?
COc1ccccc1NC(=O)c1cc(=O)[nH]c2ccccc12	5.7%[2.29 µM]	-3.0%	-2.5%	0.8	-1.1	29.1%[57.1 µM]	0.0	-5.8	-18.9%
Cc1cc(=O)n2c(C(=O)Nc3ccc(C)c(C)c3)c(C(=O)Nc3ccccc3)sc2n1	4.6%&5.5%	52.9%&58.7%[activator]	4.9%&-23.0%	15.2	0.0	12.1%&-17.2%	0.4&1.1	-1.0&-8.9	-22.3%&-9.6%
O=C(CN(C(=O)CNC(=O)c1ccco1)c1cccc(F)c1)NC1CCCCC1	-2.4%	8.2%	-13.8%	-17.8	-0.1	9.0%	-0.1	2.6	10.5%
O=C(Cc1coc2cc3c(cc12)CCC3)NC1CCCCCCC1	-4.9%	?	6.4%	-9.5	-0.5	?	0.6	7.5	-25.7%
COc1ccccc1N1CCN(C(=O)Cn2c(=O)n3nc(-c4cccc(C)c4)nc3c3ccccc32)CC1	1.4%[57.1 µM]	-0.4%	-6.8%	.	0.6	19.2%[57.1 µM]	0.1	3.4	-14.2%
O=C(Oc1ccc(Cl)cc1)N1CCCCC1	5.3%	-8.6%	4.7%	8.3	-2.3	19.9%	0.2	-3.1	-9.2%

Quoted from above, 2 compounds:
SMILES	TrxR1 substrate	Pin1 inh	IDH1 R132H inh	D2 antag	D2 agonist	rTrxR1 inhibitor	TRHR agonist	TRHR PAM	USP1-UAF1 inh
C=CCC(=O)N1CCCC(C(=O)c2ccc(Cl)cc2)C1 (stereo not drawn)	-7.9%	-16.0%	-9.3%	-6.2	0.4	3.4%	-0.1	16.9	3.3%
O=C1C2C3C=CC(C2C(=O)N1c1ccccc1O)C1C2C(=O)N(c4ccccc4O)C(=O)C2C31 (stereo not drawn)	2.2%	-3.6%	-3.2%	1.5	5.3	9.0%	0.0	1.9	-22.5%

Next results follow.
SMILES	TrxR1 substrate	Pin1 inh	IDH1 R132H inh	D2 antag	D2 agonist	rTrxR1 inhibitor	TRHR agonist	TRHR PAM	USP1-UAF1 inh
O=C(O)c1cc(NCc2c(F)cccc2Cl)ccc1N1CCOCC1	8.8%[57.1 µM]	-2.8%	9.9%	-5.3	-1.6	9.5%	-0.7	9.7	4.3%
O=c1c2ccccc2cnn1-c1ccc(Br)cc1	9.6%[57.1 µM]	5.3%	1.6%	1.4	0.0	15.0%	-0.5	-1.9	-18.5%
Cn1c(=O)c2c(nc(CN3CCN(Cc4ccccc4)CC3)n2Cc2ccccc2)n(C)c1=O	.	.	.	5.2	0.1	.	0.1	6.3	.
Cc1ccc2nc(-c3cccc(NC(=O)c4ccc(Br)o4)c3)oc2c1	2.3%[11.4 µM]	29.0%	-1.2%	.	0.0	-1.1%	0.6	2.5	?
CCOc1ncnc2c1sc1nc(C)cc(C)c12	5.3%[57.1 µM]	-5.1%	0.6%	-6.5	1.2	6.5%	-0.5	5.0	7.8%
CC(C)Cc1nc2n[nH]c(N)c2c2c1COC(C)(C)C2	0.4%	1.2%	-2.7%	8.1	0.3	3.1%	0.5	-7.1	-2.4%
C(=N\n1cnnc1)/c1ccc2c(c1)OCO2	-1.9%	-7.0%	-1.9%	-1.9	-0.9	-9.2%	0.2	3.1	-8.8%
CCC(=O)c1ccc(OCC(=O)OCC(=O)c2cc(C)n(C3CC3)c2C)cc1	-9.0%	4.8%	3.2%	-1.2	-0.5	-16.5%	0.1	10.8	-13.3%
O=C(Nc1ccccc1C(=O)N1CCCCC1)c1nsc2ccccc12	3.9%[57.1 µM]	11.6%	23.7%	.	-0.8	10.6%[57.1 µM]	-0.7	0.2	-0.2%
CNC(=O)c1sc2ncccc2c1-n1cccc1	2.0%[57.1 µM]	1.6%	0.0%	.	-0.5	7.0%[57.1 µM]	0.3	-8.5	?
Cc1cccn2c(=O)c(/C=C(\C#N)S(=O)(=O)c3ccccc3)c(N3CCN(c4ccccc4)CC3)nc12	-3.8%	?	1.4%	-7.1	1.7	12.1%	-0.2	-1.9	-13.3%
CCCC(=O)Nc1ccc(S(=O)(=O)N2CCOCC2)cc1	7.2%	5.7%	-1.2%	9.8	-0.5	5.0%	-0.3	-0.9	-19.5%
CSc1ncc(CN2CCCC(C(=O)c3ccc(C(C)(C)C)cc3)C2)cn1 (stereo not drawn)	-0.8%	3.6%	7.8%	6.6	0.3	6.4%	0.1	10.3	-22.2%
Cc1ccccc1OCCOc1ccc([N+](=O)[O-])cc1/C=N/n1cnnc1	0.4%[57.1 µM]	10.2%	-3.6%	-16.7	-1.0	3.3%[57.1 µM]	-0.6	-5.5	-14.3%
Cc1oc(-c2ccc(C(=O)NCc3ccc(Cl)cc3)cc2)nc1CS(=O)(=O)c1ccccc1	9.0%	15.3%	16.0%	.	0.8	8.1%	0.8	1.1	-14.2%
Cc1c2c(nc3ccccc13)CCC(C(C)(C)C)C2 (stereo not drawn)	-3.5%[57.1 µM]	-4.7%	8.0%	26.3	-0.1	-3.9%[57.1 µM]	-1.5	-2.7	-23.2%
COc1ccc(N2CCN(C(=O)Cc3csc(NC(=O)Nc4ccccc4OC)n3)CC2)cc1	-4.1%	-0.2%	2.7%	-23.6	1.1	0.2%	-0.1	6.8	?
COC(=O)[C@@]12CCCCN1[C@H](c1ccc(-c3ccc(OC)cc3)c(OC)c1)[C@@H]1C(=O)N(C)C(=O)[C@@H]12	4.6%	4.9%	35.5µM*	-5.8	0.3	-15.5%	0.3	5.7	-8.7%
O=[N+]([O-])c1nn(-c2ccc3c(c2)OCCO3)n(O)c1=NCc1ccc(F)cc1	-11.7%	-1.2%	-0.1%	-11.1	-1.4	-11.4%	-0.4	9.7	-0.9%
O=C1CC(c2cccc([N+](=O)[O-])c2)c2c(ccc3ccccc23)N1 (stereo not drawn)	11.7%[57.1 µM]	6.6%	-5.3%	.	.	-4.1%[57.1 µM]	0.7	-6.4	-11.7%
COc1ccc(CC(=O)NCCc2cnc[nH]2)cc1	-3.6%	-2.8%	-2.8%	4.0	0.3	18.3%	-0.3	-6.6	0.4%
O=C(COC(=O)CNC(=O)c1cccc(Br)c1)Nc1nnc(-c2ccccc2)o1	2.1%	-1.7%	-4.7%	8.8	0.1	5.9%	-0.1	2.9	-17.7%
Cn1c(C(=O)OC(C(=O)NC2CCCCC2)c2cccnc2)cc2sccc21 (stereo not drawn)	-3.4%[57.1 µM]	-0.3%	5.6%	-1.1	-1.0	2.5%[57.1 µM]	0.2	-3.1	-8.1%
COc1cccc(C(=O)Nc2nnc(C(C)C)s2)c1	-13.4%	-3.3%	26.3%	-15.7	-0.1	-11.2%	0.2	-0.1	-7.4%
Cc1ccc(NC(=O)C2CCCN(S(=O)(=O)c3ccc(-n4cnnn4)cc3)C2)cc1 (stereo not drawn)	6.0%[57.1 µM]	2.0%	-1.9%	-10.6	0.2	13.8%[57.1 µM]	0.0	-9.3	1.7%
O=C(CSc1nnc(-c2ccncc2)n1-c1ccc(Cl)cc1)Nc1ccc(C(=O)O)cc1	4.8%[57.1 µM]	-0.2%	-1.3%	.	.	25.9%[57.1 µM]	0.8	4.9	3.1%
C=CCn1c(CSc2nc3ccccc3s2)nnc1SCC(=O)NCc1ccco1	-0.3%	3.6%	4.5%	-2.0	-0.9	?	-0.5	-5.2	-11.6%
Cc1ccc(NC(=O)C2CCCN(S(=O)(=O)c3c(C)nn(C)c3C)C2)c(C)c1 (stereo not drawn)	-3.9%	1.1%	0.0%	.	-1.1	-13.2%	0.5	8.4	-6.6%
COc1cc([C@@H]2Nc3c(F)cccc3[C@@H]3C=CC[C@@H]32)cc(Br)c1OC	25.5%	1.7%	11.9%	.	16.0	63.2%[activator]	0.4	-2.3	-10.6%
O=S(=O)(Cc1ccccc1)N1CCN(Cc2ccc(F)cc2Cl)CC1	-8.5%	-1.8%	-9.5%	-6.7	-0.1	-5.2%	-0.4	-0.6	-9.3%
CCc1nn(C(C)C(=O)N2CCc3ccccc3C2)c(=O)c2cc3occc3n12 (stereo not drawn)	-5.3%[11.4 µM]	3.9%	0.4%	.	.	-0.9%[11.4 µM]	-0.4	-1.1	-2.5%
